# SNCA expr inh – reduces expression of the alpha-synuclein gene | HEK-293 SNCA-luciferase knock-in, luminescence, 24 h | Potency, µM (doses to about 57.2 µM), for inactives: at the top dose activity change, negative = inhibition, most hits filed as inhibitors | actives 0.17% (n = 140,000);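 further: potency means the concentration at half of the fitted maximal effect; plate controls were DMSO cells for no effect and cell-free wells for full effect; nearly all actives have a fitted effect of over 45% in size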
# GPT2 inhibitor – GPT2 alanine aminotransferase inhibition. Recombinant GPT2, coupled pyruvate oxidase/HRP Amplex Red fluorescence. AID 1671188. actives 0.25% (n = 100,000). Potency, µM (highest dose often 57.7 µM), inactives show top-dose activity change, negative = inhibition, hits mostly inhibitors; further: potency means the concentration at half of the fitted maximal effect; nearly all actives have a fitted effect of over 60% in size; many of its hits are not listed in these tables
# Target sequence (Q8TD30 whole entry, looked up): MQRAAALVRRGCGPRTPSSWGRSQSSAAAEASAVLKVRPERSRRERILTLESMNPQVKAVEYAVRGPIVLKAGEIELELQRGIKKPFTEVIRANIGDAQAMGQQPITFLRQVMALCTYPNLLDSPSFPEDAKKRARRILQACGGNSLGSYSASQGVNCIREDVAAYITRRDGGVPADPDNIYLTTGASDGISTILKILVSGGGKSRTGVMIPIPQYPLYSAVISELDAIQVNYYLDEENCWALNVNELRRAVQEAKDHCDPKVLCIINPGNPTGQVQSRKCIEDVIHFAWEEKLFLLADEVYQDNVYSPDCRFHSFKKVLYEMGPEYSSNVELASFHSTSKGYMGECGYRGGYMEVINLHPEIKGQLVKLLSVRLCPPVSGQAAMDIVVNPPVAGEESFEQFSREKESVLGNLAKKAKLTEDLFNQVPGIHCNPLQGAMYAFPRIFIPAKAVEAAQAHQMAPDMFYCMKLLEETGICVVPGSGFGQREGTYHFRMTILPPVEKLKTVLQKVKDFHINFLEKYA
#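 Fluorescence read-out: pyruvate from GPT2 turnover coupled to pyruvate oxidase, HRP and Amplex Red (0.2mM ThPP, 0.2U/mL PO and HRP, 50uM Amplex final). Substrates 250uM a-KG, 2mM L-alanine; enzyme 10ng/uL; 30 min RT.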
# SNCA viab count – cell viability loss counter-screen | HEK-293-SNCA-luc viability, GF-AFC fluorescence, 24 h | Potency, µM (titrated, usually from 57.1 µM), for inactives: at the highest dose activity change, negative = cytotoxicity, most hits filed as cytotoxic | actives 0.12% (n = 150,000);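 further: potency means the concentration at half of the fitted maximal effect; 0% = DMSO-treated cells and -100% = medium-only wells without cells; nearly all actives have a fitted effect of over 30% in size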
#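 Cytotoxicity counterscreen: after 24 h compound treatment of genome-edited SNCA-luciferase HEK-293 cells, live-cell protease substrate GF-AFC read by fluorescence after 30 min; activity scaled between DMSO (0%) and medium-only (-100%), curves Hill-fitted.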
# IP6K1 inh – blocks human inositol hexakisphosphate kinase 1; IP6K1 kinase, ADP-Glo luminescence, 2 h; hits give low values; activity change, % (series mostly up to about 58 µM); AID 1645851; actives 0.81% (n = 140,000); Q92551; in the data active means activity change below about -25%
# Target sequence (Q92551 whole entry, looked up): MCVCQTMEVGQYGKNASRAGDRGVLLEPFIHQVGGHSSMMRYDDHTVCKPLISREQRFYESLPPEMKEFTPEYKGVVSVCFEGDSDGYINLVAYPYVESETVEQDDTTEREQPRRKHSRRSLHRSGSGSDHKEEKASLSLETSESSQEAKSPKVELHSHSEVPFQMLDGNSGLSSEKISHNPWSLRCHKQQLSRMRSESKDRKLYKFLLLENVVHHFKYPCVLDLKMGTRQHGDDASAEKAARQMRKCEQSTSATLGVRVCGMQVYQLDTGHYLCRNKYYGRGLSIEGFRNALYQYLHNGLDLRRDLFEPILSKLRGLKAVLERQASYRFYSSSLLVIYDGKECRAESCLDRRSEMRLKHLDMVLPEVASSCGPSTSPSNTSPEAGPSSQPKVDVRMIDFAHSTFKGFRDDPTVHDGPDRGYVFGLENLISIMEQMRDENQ
#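 ADP-Glo luminescence measures ADP made by human IP6K1 during a 2 h RT reaction with ATP/IP6 (mix at 1.3 mM/130 uM); top library doses 57.5 and 19.1 uM final.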
# HEK cytotox – kills HEK 293 cells; Potency, µM (top dose mostly 115 µM), for the others: at the highest dose activity change, negative = cytotoxicity, usual class: inhibitors; actives 6.6% (n = 94,000); HEK 293 viability, ATP luminescence (CellTiter-Glo), 48-72 h; further: potency means the concentration at half of the fitted maximal effect; nearly all actives have a fitted effect of over 60% in size
#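 CellTiter-Glo luminescence (cellular ATP) was read after 48 or 72 hr of compound exposure at 37 degree Celsius. Cells were HEK 293 plated at 250 cells/well.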
# Luciferase inh – Photinus pyralis luciferase inhibition; P08659; purified P. pyralis luciferase, luminescence, biochemical; Potency, µM (doses to about 115 µM), for inactives: at the top dose activity change, negative = inhibition, most hits filed as inhibitors; actives 2.5% (n = 76,000); further: potency means the concentration at half of the fitted maximal effect; nearly all actives have a fitted effect of over 65% in size
#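 Inhibitors were tested against purified firefly luciferase in a biochemical, low-substrate format (both substrates at 10uM) and luminescence measured with a CCD imager.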
# NIH3T3 tox – kills NIH 3T3 cells | Potency, µM (top dose mostly 96.7 µM), for inactives: at the top dose activity change, negative = cytotoxicity, most hits filed as inhibitors | AID 1345082 | NIH 3T3 viability, CellTiter-Glo ATP luminescence, 48-72 h | actives 4.3% (n = 94,000); further: potency means the concentration at half of the fitted maximal effect; nearly all actives have a fitted effect of over 55% in size
#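 Luminescent ATP readout (CellTiter-Glo, 10 min RT) after 48 or 72 hr compound exposure of NIH 3T3 cells seeded at 400 cells/well in 1536-well format; quantitative HTS.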
# * marks the source's active call; other numbers are inactive results; i = inactive; ? = inconclusive; · = not tested or not shown; [ ] = remark or other dose. Unless noted, the call rests on the fitted dose curve; in most records, active means well fitted curve in the direction sought with a large enough effect; inconclusive means small, poorly fitted or top-dose-only effect, or another doubt; inactive means no such curve, though single readings can be large; an effect the other way counts as inactive or inconclusive. Unless noted, on the % scale 0 is the no-effect control and ±100 the full control effect. The list is partial (hit frequency here may not be typical).
# Field names – A = SNCA expr inh; B = GPT2 inhibitor; C = SNCA viab count; D = IP6K1 inh; E = HEK cytotox; F = Luciferase inh; G = NIH3T3 tox
Cc1nc2ccccc2c(=O)n1-c1ccc(NC(=O)c2cccc([N+](=O)[O-])c2)cc1
  A: ?; B: ·; C: -28%; D: 18; E: ·; F: ·; G: ·

C=Cc1c(C)c2cc3nc(cc4[nH]c(cc5nc(cc1[nH]2)C(C)=C5CCC(=O)O)c(CCC(=O)OC)c4C)[C@@]1(C)C3=CC=C(C(=O)OC)[C@H]1C(=O)OC
  A: 6%; B: 4%; C: ?; D: ·; E: ·; F: ·; G: ·

CCN1c2cc(C(=O)NCc3ccccc3OC)ccc2C(=O)N2CCCCCC21 (configuration not stated)
  A: ?; B: 4%; C: 23%[12.5 µM]; D: -4; E: ?; F: -10%; G: ?

COC(=O)CNC(=O)C1CN(c2ccccc2)C(=O)N1 (configuration not stated)
  A: 8%[87.6 µM]; B: i; C: -8%[87.6 µM]; D: 20; E: 1%[172 µM]; F: 4%[172 µM]; G: -14%[138 µM]

CCCN(CCC)C(=O)Cn1c(=O)n(-c2ccccc2)c(=O)c2c3c(sc21)CCCC3
  A: 4%; B: ·; C: ?; D: -5; E: ·; F: ·; G: ·

Cc1ccc(CN2C[C@H]3CN(Cc4ccc(OC(F)(F)F)cc4)CCN3C2=O)cc1
  A: -8%[87.6 µM]; B: -23%[88.5 µM]; C: -4%[87.6 µM]; D: 5; E: 71µM*; F: 0%[172 µM]; G: 50µM*

O=C(NC[C@H]1O[C@@H](CC(=O)N2CCN(c3ccccn3)CC2)[C@H](O)[C@@H]1O)NC1CCCCC1
  A: 23%; B: 3%; C: -6%; D: 9; E: -5%; F: 1%; G: 1%

O=C1Cc2c(-c3cccc(C(F)(F)F)c3)n[nH]c2CN1CCc1ccncc1
  A: 13%[87.6 µM]; B: 0%[88.5 µM]; C: -13%[87.6 µM]; D: 12; E: 89µM*; F: 0%[172 µM]; G: ?

Cc1ccc(C(=O)N2CCC(c3c[nH]c4ccccc34)(c3c[nH]c4ccccc34)CC2)cc1
  A: -26%; B: ·; C: -2%; D: -12; E: ·; F: ·; G: ·

CC(=O)N1c2ccc(S(=O)(=O)N3CCN(c4ccc(C)cc4C)CC3)cc2CC1C (configuration not stated)
  A: -25%; B: ·; C: -7%; D: 14; E: ·; F: ·; G: ·

# Field names – A = SNCA expr inh; B = GPT2 inhibitor; C = SNCA viab count; D = IP6K1 inh; E = HEK cytotox; F = Luciferase inh; G = NIH3T3 tox
COc1ccc(NC(=O)N2CCCC(Cc3noc(-c4cccnc4)n3)C2)cc1 (configuration not stated)
  A: 3%; B: -21%; C: -16%; D: 5; E: ?; F: -18%; G: ?

COc1ccc2nc(CO[C@H]3CN(Cc4ncccc4C)C[C@H]3F)[nH]c2c1
  A: 2%[87.6 µM]; B: -7%[88.5 µM]; C: 10%[87.6 µM]; D: 5; E: ?; F: -22%[172 µM]; G: ?

COc1cc(O)cc(O[C@@H]2O[C@H](CO)[C@@H](O[C@@H]3OC[C@](O)(CO)[C@H]3O)[C@H](O)[C@H]2O)c1OC
  A: ·; B: ?; C: -2%[23.9 µM]; D: 19; E: ·; F: ·; G: ·

O=C(C1CCC1)N1CCC2(CC1)CC(Cc1nc(C3CC3)no1)CCO2 (configuration not stated)
  A: 26%; B: -6%; C: 3%; D: 14; E: ?; F: 0%; G: ?

CC(C)c1ccccc1NC(=O)Cn1ccn2nc(-c3ccc(F)cc3)c(CO)c2c1=O
  A: -11%; B: -12%; C: 6%; D: 10; E: -7%; F: 3%; G: -1%

Cn1ccc(C(=O)N[C@@H]2COCC[C@H]2Oc2ccc(CO)cc2)cc1=O
  A: -13%; B: i; C: 4%; D: -7; E: i; F: 1%; G: 4%

CN(C)C[C@@H]1CN(c2ncccn2)C[C@H]1NC(=O)c1ccccc1F
  A: 10%; B: i; C: -4%; D: 7; E: -3%; F: 0%; G: i

COc1cccc(NC(=O)c2oc3ccc(S(=O)(=O)N(C)C4CCCCC4)cc3c2C)c1
  A: -28%; B: ·; C: 5%; D: 6; E: ·; F: ·; G: ·

Cc1cc(Cl)ccc1OCCSc1nnc(-c2cccs2)o1
  A: ?; B: ·; C: ?; D: -13; E: ·; F: ·; G: ·

Cc1ccc(C)c(S(=O)(=O)c2nnn3c2nc(N2CCOCC2)c2sccc23)c1
  A: 48%[activator]; B: ·; C: 5%; D: 25; E: ·; F: ·; G: ·

# Record cards, as listed above. Order of screens: SNCA expr inh	GPT2 inhibitor	SNCA viab count	IP6K1 inh	HEK cytotox	Luciferase inh	NIH3T3 tox
# COc1cccc(NC(=O)c2oc3ccc(S(=O)(=O)N(C)C4CCCCC4)cc3c2C)c1 reads -28%	·	5%	6	·	·	·
# Cn1ccc(C(=O)N[C@@H]2COCC[C@H]2Oc2ccc(CO)cc2)cc1=O reads -13%	i	4%	-7	i	1%	4%
# CC(C)c1ccccc1NC(=O)Cn1ccn2nc(-c3ccc(F)cc3)c(CO)c2c1=O reads -11%	-12%	6%	10	-7%	3%	-1%

# Ordered by molar mass (high to low): three of the compounds above.
# Field names – A = SNCA expr inh; B = GPT2 inhibitor; C = SNCA viab count; D = IP6K1 inh; E = HEK cytotox; F = Luciferase inh; G = NIH3T3 tox
CCN1c2cc(C(=O)NCc3ccccc3OC)ccc2C(=O)N2CCCCCC21 (configuration not stated)
  A: ?; B: 4%; C: 23%[12.5 µM]; D: -4; E: ?; F: -10%; G: ?

O=C1Cc2c(-c3cccc(C(F)(F)F)c3)n[nH]c2CN1CCc1ccncc1
  A: 13%[87.6 µM]; B: 0%[88.5 µM]; C: -13%[87.6 µM]; D: 12; E: 89µM*; F: 0%[172 µM]; G: ?

COc1ccc2nc(CO[C@H]3CN(Cc4ncccc4C)C[C@H]3F)[nH]c2c1
  A: 2%[87.6 µM]; B: -7%[88.5 µM]; C: 10%[87.6 µM]; D: 5; E: ?; F: -22%[172 µM]; G: ?

# Later entries:
# Field names – A = SNCA expr inh; B = GPT2 inhibitor; C = SNCA viab count; D = IP6K1 inh; E = HEK cytotox; F = Luciferase inh; G = NIH3T3 tox
COc1ccc(OCC(=O)N2CCC(Cc3nc(-c4ccc(OC)cc4)no3)CC2)cc1
  A: -26%; B: ?; C: ?; D: -5; E: 13µM*; F: -12%; G: 14µM*

c1ccc(OCc2noc(-c3ccc(NCC4CCCCO4)nc3)n2)cc1 (configuration not stated)
  A: 133%[activator]; B: 4%; C: -9%; D: 13; E: ?; F: ?; G: ?

COc1ccc(S(=O)(=O)N(CC(=O)Nc2cc(C)cc(C)c2)c2ccc(Cl)cc2)cc1
  A: -13%; B: ·; C: 7%; D: 35; E: ·; F: ·; G: ·

CCn1c(C2CCCN(C(=O)C(C)C)C2)nn(C)c1=O (configuration not stated)
  A: -11%; B: -1%; C: 5%; D: 7; E: 4%; F: -4%; G: 3%

Cc1cccc(Cn2cccc2CNS(=O)(=O)c2ccccc2F)c1
  A: 18%; B: ·; C: 23%; D: 24; E: ·; F: ·; G: ·

Cc1ccccc1-c1cc(O)c2c(c1)CN(Cc1nccn1C)CCO2
  A: 6%; B: 2%; C: -6%; D: 10; E: ?; F: 10%; G: -29%

COc1cccc(-c2nc(C3CC(=O)N(C4CCCCC4)C3)no2)c1 (configuration not stated)
  A: -25%; B: i; C: -3%; D: -4; E: ?; F: 11%; G: -27%

Cc1ccc(-c2cnc(NCc3c(F)cccc3Cl)n2C)cc1
  A: 121%[activator]; B: ·; C: -6%; D: -6; E: ·; F: ·; G: ·

Cc1cccc(NC(=O)CCCCCn2c(=O)[nH]c3ccsc3c2=O)c1
  A: 25%; B: ·; C: 10%; D: -9; E: ·; F: ·; G: ·

Cc1nn(-c2ccc(F)cc2)c(Oc2ccccc2F)c1CCC(=O)NCC1CC1
  A: -16%; B: -30%; C: -5%; D: 0; E: 50µM*; F: -2%; G: ?

# Field names – A = SNCA expr inh; B = GPT2 inhibitor; C = SNCA viab count; D = IP6K1 inh; E = HEK cytotox; F = Luciferase inh; G = NIH3T3 tox
CC(C)N1CCC(O)(c2csc(CN3CC[C@@H](O)C3)n2)CC1
  A: 4%[87.6 µM]; B: 0%[88.5 µM]; C: 5%[87.6 µM]; D: -1; E: 2%[172 µM]; F: -12%[172 µM]; G: -12%[174 µM]

CCCn1ccc2oc(C)c(C(=O)NCc3ccc(CC)cc3)c2c1=O
  A: 47%[activator]; B: ?; C: 14%; D: 20; E: ?; F: ?; G: ?

CN(Cc1cccc(C(F)(F)F)c1)C(=O)c1cccc(Cl)c1
  A: -10%[87.6 µM]; B: i; C: -4%[87.6 µM]; D: -10; E: 100µM*; F: -7%[172 µM]; G: ?

Cc1ccc(Cn2c(C3CCN(C(=O)c4ccc(C(C)(C)C)cc4)CC3)n[nH]c2=O)cc1
  A: -19%; B: -9%; C: -7%; D: -19; E: 25µM*; F: -8%; G: 28µM*

Cc1noc(C)c1[S+](=O)([O-])N1CCn2c(nnc2-c2ccc(Cl)cc2)C1
  A: -10%; B: 5%; C: -2%; D: 7; E: -21%; F: ·; G: -5%

O=C(c1ccccc1)N1CCCC2(CC(c3ccccn3)=NO2)C1 (configuration not stated)
  A: 12%; B: 1%; C: 1%; D: -5; E: i; F: ·; G: i

Cc1cccc(NC(=O)N2CC3CC(C2)[C@H]2CCCC(=O)N2C3)c1 (some centres not stated)
  A: -2%; B: i; C: -1%; D: 0; E: 9%; F: -3%; G: 2%

O=C(NC1CCN(c2cnn(Cc3ccccc3)c(=O)c2)CC1)C1CCOC1 (configuration not stated)
  A: -8%; B: -9%; C: 13%; D: 12; E: i; F: -7%; G: -13%

O=C1NCCCCCN(Cc2cccc(F)c2)[C@H]2CCC[C@@H]12
  A: 9%; B: i; C: 8%; D: -8; E: ?; F: -5%; G: ?

CCOC(=O)c1c(C)[nH]c(C)c1S(=O)(=O)N(C)CC(=O)N1CCN(c2cccc(C)c2C)CC1
  A: -2%; B: ·; C: -15%; D: -15; E: ·; F: ·; G: ·

# Field names – A = SNCA expr inh; B = GPT2 inhibitor; C = SNCA viab count; D = IP6K1 inh; E = HEK cytotox; F = Luciferase inh; G = NIH3T3 tox
Nc1c(C(=O)c2ccccc2)sc(Nc2ccc(Cl)c(Cl)c2)c1C(=O)Nc1ccccc1
  A: -24%; B: ·; C: -14%; D: -10; E: ·; F: ·; G: ·

COc1ccc(OC)c(-c2noc(N3CCN(c4cccc(C(F)(F)F)c4)CC3)n2)c1
  A: -5%; B: ·; C: 6%; D: 3; E: ·; F: ·; G: ·

COc1ccc(OCc2ccc(-c3nc(C#N)c(NCc4ccccc4)o3)o2)cc1
  A: -1%; B: ·; C: -14%; D: 6; E: ·; F: ·; G: ·

CN(C(=O)C(Cl)Cl)c1ccc(OC(=O)c2ccco2)cc1
  A: 16%[25.6 µM]; B: -7%; C: 12%[23.9 µM]; D: 5; E: ·; F: ·; G: ·

Cc1nn(-c2ccccc2)c2c1N(CC(=O)N1CCN(c3ccccc3F)CC1)C(=O)CS2
  A: -10%; B: ·; C: 10%; D: -22; E: ·; F: ·; G: ·

CC(C)(C)c1nnc(NS(=O)(=O)c2ccc(N)cc2)s1
  A: 37%[25.6 µM]; B: ?; C: 7%[23.9 µM]; D: 14; E: ·; F: ·; G: ·
